# SENP7 inh – blocks the human protease SENP7; hit rate 1.5% among 330,000; inhibition, % at 5 µM; recombinant SENP7, Z-RLRGG-aminoluciferin luminescence, 40 min; AID 434973; Q9BQF6;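 active = inhibition above about 50% at the single test dose, limit read from the data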;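 note: plate controls were DMSO with enzyme for no effect and no enzyme buffer wells for full effect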
# HKDC1 inhibitor – HKDC1 (human) hexokinase inhibition; Q2TB90; hit rate 0.16% among 340,000; inhibition, % at 20 µM; recombinant HKDC1, G6PDH/diaphorase resazurin coupled fluorescence;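 active = inhibition above about 35% when tested at 20 µM, limit read from the data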;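 note: plate controls were DMSO wells with enzyme for no effect and DMSO wells lacking enzyme for full effect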
#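 Test system: Recombinant HKDC1 (HK5) hexokinase enzyme, produced in-house | Input: HKDC1 at 5 µg/mL | Buffer or medium: Tris pH 8.0 buffer with MgCl2, Tween-20, BSA, BME | Schedule: 90 min reaction incubation at room temperature, dark | Technique: Resazurin-to-resorufin fluorescence via G6PDH and diaphorase coupling, 525/613 nm | Controls: DMSO wells with and without enzyme mix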
# SENP6 block – blocks the human protease SENP6; Q9GZR1; Recombinant SENP6 catalytic domain, aminoluciferin luminescence; inhibition, % at 10 µM; hit rate 1.8% among 330,000; AID 2599;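 active = inhibition above about 50% at the single tested dose, limit read from the data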;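 note: plate controls were DMSO wells with enzyme for no effect and DMSO wells lacking enzyme for full effect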
# PfG6PD inh – PfG6PD (Plasmodium falciparum) enzyme inhibition; PfGluPho enzyme, NADPH resazurin-diaphorase fluorescence; inhibition, % at 20 µM; hit rate 0.78% among 350,000; AID 504690;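 active = inhibition reaching at least a set limit at 20 µM in the primary screen, cut at about 59% in these data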;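 note: 0% = DMSO wells with substrate and 100% = DMSO wells lacking glucose-6-phosphate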
# NALP3 yeast inh – inhibitors of NALP3 inflammasome in yeast; Yeast reconstituted NLRP3/ASC/caspase-1, beta-gal luminescence, 24 h; inhibition, % at 10 µM; hit rate 0.39% among 330,000; AID 2825;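 active = inhibition of 50% or more; inactive = inhibition below 50%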;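 note: plate controls were induced DMSO wells for no effect and uninduced yeast grown without galactose for full effect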
# SENP8 block-1 – SENP8 protease inhibition; purified SENP8, Z-RLRGG-aminoluciferin cleavage, luminescence; Q96LD8; inhibition, % at 10 µM; AID 2540; hit rate 1.2% among 330,000; in the data active = inhibition above about 50%
# Apaf1 inhib – inhibitors of human Apaf-1 apoptosome; O14727; reconstituted apoptosome caspase-3 activity, DEVD-Rh110 fluorescence; inhibition, % at 20 µM; hit rate 0.71% among 330,000; AID 489030; active = inhibition of at least 40% at 20 µM;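 note: plate controls were DMSO wells for no effect and DEVD-CHO caspase inhibitor wells for full effect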
#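 Material: cell-free apoptosome with Apaf-1, procaspase-3 and caspase-9; Buffer or medium: Hepes pH 7.5 with detergent and BSA; Reagent: cytochrome c trigger plus (Z-DEVD)2-Rh110 caspase-3 substrate; Times: compound with Apaf-1, dATP, procaspase-3 30 min, then 50 min reaction, room temperature; Technique: Rh110 fluorescence intensity.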
# SENP8 block-2 – inhibitors of human SENP8 protease. Q96LD8. recombinant SENP8, Nedd8 substrate fluorescence. inhibition, % at 20 µM. hit rate 0.64% among 360,000. AID 602440; in the data active = inhibition mostly above about 40%, no sharp cut-off; inactive = mostly below about 27%
# SENP1 inh – inhibitors of human SENP1 SUMO protease catalytic domain; Q9P0U3; recombinant SENP1 catalytic domain, CyPet-SUMO1-YPet FRET cleavage; inhibition, % at 10 µM; hit rate 0.21% among 360,000;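 active = inhibition at least 30% at 10 µM, raw YFP signal under a set limit, fluorescence ratio 0.5 to 1.5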;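 note: 0% = enzyme with DMSO and 100% = no enzyme wells; some results filed as inactive read as strong as hits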
#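 Assay system: hSENP1 catalytic domain, recombinant. Amount: SENP1 enzyme, 20 pM final. Schedule: 50 min reaction, RT, dark. Technique: FRET, CFP and YFP emission. Control set: no-enzyme wells low, DMSO-plus-enzyme wells high control.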
# * hit, by the source's call.
Molecule,Apaf1 inhib,SENP6 block,SENP1 inh,SENP8 block-1,PfG6PD inh,HKDC1 inhibitor,SENP7 inh,NALP3 yeast inh,SENP8 block-2
CC(OC(=O)c1ccco1)C(=O)Nc1ccc(Cl)cn1 (stereo not given),14,-9,2,-2,8,-7,-4,-9,7
COc1ccc2c(C=O)c[nH]c2c1,-5,7,13,5,10,-10,-1,15,-32
COC(=O)c1ccc(Cn2cnc3cnccc32)cc1,-3,-15,-1,-4,-10,-7,10,20,10
O=C(NCCc1c[nH]c2ccccc12)c1ccc2nc[nH]c2c1,3,-19,-2,-6,14,0,-7,24,12
CN1CCSc2ccc(C(=O)NCc3ccccc3F)cc21,11,6,-10,-10,63*,-5,0,28,-449
O=C1CN(C(=O)COC(=O)c2cc(S(=O)(=O)N3CCOCC3)ccc2Cl)c2ccccc2N1,-13,12,2,12,-5,-7,2,7,3
Cc1ccc(CCNC(=O)C2CCN(c3nn4c(=O)cc(C)nc4s3)CC2)cc1,6,-18,-3,-1,-12,-7,3,5,25
CC1CCCC(C)N1S(=O)(=O)c1ccc(NC(=O)CCn2cnc3ccccc3c2=O)cc1 (stereo not given),-7,-2,0,5,2,-10,-5,8,13
Cc1cc2nc(SCCN3CCCC3)[nH]c2cc1C,-16,-15,0,-4,6,-8,3,10,16
Nc1cc(Cl)c(N)cc1Cl,-13,-5,4,-7,-5,-6,6,5,5
N#Cc1ccc(C(=O)Nn2cnnc2)cc1,0,-7,0,-1,-9,-3,5,19,22
Cc1cc(S(=O)(=O)N2CCOCC2)ccc1OCC(=O)Nc1ccc(Br)cc1F,-2,0,-2,2,0,3,3,0,6
C(=N/Nc1nccs1)/c1cccnc1,3,-20,1,-8,6,-11,-3,-8,-7
COCCCN1C(=O)C(=O)/C(=C(/O)c2ccc(S(=O)(=O)N3CCOCC3)cc2)C1c1ccc(C(C)C)cc1 (stereo not given),14,-8,2,2,-15,-1,10,0,10
CCc1nnc(NC(=O)CN2CCOCC2)s1,-3,-15,0,-7,-6,11,99*,-9,4
COc1cc(C(C)=O)ccc1COc1ccc(C(=O)OCC(=O)NC(C)(C)C)cc1OC,5,-34,-2,3,-7,0,9,-1,9
CCN1C(=O)[C@H]2[C@@H](c3ccc(C)cc3)N3C(=O)N(c4ccccc4)C(=O)[C@@]3(CC)[C@H]2C1=O,-1,-7,3,-4,-30,2,-5,15,10
O=C(N/N=C\c1ccc(Cl)s1)c1ccc(Cn2cccn2)o1,8,-6,0,-2,-7,-8,2,3,-8
CCOC(=O)c1ccc(CNCc2ccc(C)cc2)cc1,6,4,0,-3,-1,4,0,20,14
N#C/C(=N\Nc1ccc(Cl)c(Cl)c1)C(=O)C1CC1,-2,96*,1,93*,-11,3,77*,62*,35

# Record cards (already shown).
# Cc1ccc(CCNC(=O)C2CCN(c3nn4c(=O)cc(C)nc4s3)CC2)cc1 in the list: Apaf1 inhib = 6; SENP6 block = -18; SENP1 inh = -3; SENP8 block-1 = -1; PfG6PD inh = -12; HKDC1 inhibitor = -7; SENP7 inh = 3; NALP3 yeast inh = 5; SENP8 block-2 = 25
# O=C(NCCc1c[nH]c2ccccc12)c1ccc2nc[nH]c2c1 in the list: Apaf1 inhib = 3; SENP6 block = -19; SENP1 inh = -2; SENP8 block-1 = -6; PfG6PD inh = 14; HKDC1 inhibitor = 0; SENP7 inh = -7; NALP3 yeast inh = 24; SENP8 block-2 = 12

# Other compounds follow.
Molecule,Apaf1 inhib,SENP6 block,SENP1 inh,SENP8 block-1,PfG6PD inh,HKDC1 inhibitor,SENP7 inh,NALP3 yeast inh,SENP8 block-2
N#CCNC(=O)C1CC(=O)N(CCc2ccc(F)cc2)C1 (stereo not given),2,11,2,-9,-9,1,-10,17,6
O=C(CCc1ccccc1)NNC(=O)C1CCCCC1,-11,-13,0,-13,-1,-8,-6,7,11
O=C1c2ccccc2-c2cccc(C(=O)N3CCN(C(=O)c4ccccc4)CC3)c21,6,5,-2,0,8,7,0,5,6
Cc1cc2c(n1-c1ccc(Cl)cc1)CC(C)(C)CC2=O,-9,-13,2,-5,-4,-10,-3,2,12
COc1cc(C(=O)Nc2nnc(C(F)(F)F)s2)c([N+](=O)[O-])cc1OC,-12,-2,-3,1,-2,-7,12,12,14
COc1ccccc1NC(=O)c1c(C)nc2ccccc2c1C(=O)O,-20,-9,-1,0,4,-3,-2,-6,-4
COC(=O)c1ccccc1NC(=O)c1ccccc1SC,11,-6,1,5,4,-12,7,36,25
COc1ccc(OC(=O)c2cccc(S(=O)(=O)N3CC(C)OC(C)C3)c2)cc1 (stereo not given),0,-10,2,-6,9,-2,7,19,12
Cc1ccc(SCCC(=O)Nc2nccs2)cc1,0,1,0,-7,9,-6,1,24,17
CCCCC1=CC2=C(c3ccco3)C(=O)C(C)(OC(=O)c3ccc(OC)cc3)C(=O)C2=CN1C(CO)CO (stereo not given),10,0,-19,1,20,13,7,-3,-113
OCCN(Cc1ccccc1)Cc1ccc(F)c(F)c1,-18,11,0,0,10,9,7,14,6
CC(=O)c1cccc(NC(=O)c2ccc(N(C)S(C)(=O)=O)cc2)c1,-18,-13,1,-1,28,-6,10,5,23
CCn1c(-c2ccncc2)n[nH]c1=S,4,-12,-2,-9,16,0,-14,25,5
O=[N+]([O-])c1ccc(/C=N/n2c(-c3ccccc3)n[nH]c2=S)cc1,10,-3,3,14,19,4,-2,36,20
COc1ccccc1-c1nc(SCC(=O)N(C)c2ccccc2)c2c(=O)n(C)c(=O)n(C)c2n1,3,10,-2,-1,-6,-8,-2,20,-310
O=C(CN1CCN(C(=O)c2cccc(S(=O)(=O)N3CCCC3)c2)CC1)Nc1ccccc1Cl,7,-12,-2,-2,10,-5,9,21,7
C#CCCOC(=O)N1C2=NC(C(=O)OC)=C(C(=O)OC)[C@@H]3N(C)c4ccc(OC)cc4[C@]23C[C@H]1C(=O)OC,-1,1,-3,0,13,0,0,18,7
COc1ccccc1CNC(=O)Cc1ccc(Br)cc1,-6,-25,-4,-6,-4,-3,-6,16,-8
CCc1ccccc1OCC(=O)Nc1ccc(F)c(S(=O)(=O)N2CCOCC2)c1,8,3,1,-9,2,4,-3,0,-10
COc1ccc(N(C(=O)c2ccccc2OC)C2C=CS(=O)(=O)C2)c(OC)c1 (stereo not given),-1,-1,1,-6,-5,4,0,-5,15
CCOC(=O)C1(Cc2cccc(OC)c2)CCN(CC(O)CO)CC1 (stereo not given),-3,-17,1,-4,1,-5,2,8,18
Cc1nnc2n1NC(c1ccc(Cl)cc1)C(C(=O)N1CCC(C)CC1)S2 (stereo not given),-2,-6,3,6,0,-9,11,7,5
CCN(CC)C(=O)c1ccc(S(=O)(=O)Cc2ccc(C)cc2)c([N+](=O)[O-])c1,2,-18,1,3,-1,1,2,25,12
C=CCNCc1ccccc1[N+](=O)[O-],-9,3,0,0,10,-4,-1,10,-2
CN(CC(=O)Nc1ccccc1Cl)C(=O)CSc1nnc(N)s1,0,-12,2,-8,7,-4,1,0,4
CCCCn1c(N)c(N(CCOC)C(=O)CN(C)S(=O)(=O)c2ccc(C)cc2)c(=O)[nH]c1=O,7,-18,-9,-6,-6,-5,14,14,-10
CCOC(=O)c1cnc(C(F)(F)F)nc1Oc1ccccc1,4,8,0,0,12,-6,9,-7,14
Cc1ccc2[nH]c(=O)c(COC(=O)C3CCCCC3)cc2c1,-2,9,0,4,11,-2,10,-1,-115
Cc1cccc(C(=O)/C=C2/c3ccccc3CC(C)(C)N2C)c1,-4,-20,0,-4,3,-11,-6,7,19
Cc1ccc(C(=O)NC2CCCc3ccccc32)o1 (stereo not given),4,3,-5,3,4,-4,7,-13,5
COc1ccc2c(/C=N/Nc3ccc(C(=O)O)cc3)c[nH]c2c1,6,31,-24,16,23,7,-2,19,-271
COc1ccc(Cc2nc3ccccc3n2C)cc1,-1,3,1,-2,3,-3,-11,7,9
COc1ccc(Cl)cc1N(CC(=O)Nc1ccccc1C(=O)N1CCCC1)S(C)(=O)=O,7,-25,-2,-13,-4,-4,-3,28,8
Nc1cc(=O)[nH]c(N2CCN(c3ccccc3)CC2)n1,-4,-2,3,3,11,-3,5,17,22
CNC(=O)NC(=S)NC(=O)c1ccc(OC)cc1,3,-11,2,10,6,-1,5,7,18
COc1ccc2ccccc2c1/C=N/Nc1ccc(Cl)c(C(=O)O)c1,12,10,-27,5,-20,22,9,5,-183
CCOc1ccc(NC(=O)CCNS(=O)(=O)c2ccc3c(c2)CC(C)N3C(C)=O)cc1 (stereo not given),-12,-11,1,-12,11,-5,0,1,7
Cc1ccc2[nH]c(=O)c(CN(Cc3ccco3)C(=O)c3ccncc3)cc2c1,-1,0,-6,3,3,-2,4,-6,-69
COc1cc(OC)cc(C(=O)NCC2CCCN(C(=O)c3oc(C)cc3C)C2)c1 (stereo not given),-2,-4,-1,3,3,-3,-5,11,-4
CC1CCCCC12NC(=O)N(CC(=O)N1CCN(c3ncccn3)CC1)C2=O (stereo not given),-1,-18,2,-8,0,-6,2,-1,-52
CCN(C(=O)CSc1nnc(-c2ccccc2)n1C)C1CCS(=O)(=O)C1 (stereo not given),-15,-6,2,-2,-2,-5,-4,2,8
Cc1sc2c(c1C)C(=O)NC(c1ccccc1F)N2 (stereo not given),2,11,-9,0,75*,-10,13,29,-46
CCc1cccc(OCC(=O)Nc2cc(S(=O)(=O)N3CCOCC3)ccc2N2CCCC2)c1,4,-12,-10,1,14,-1,-12,9,-12
Cc1cc(C)nc(SCC(=O)Nc2ccccc2[N+](=O)[O-])n1,-20,-10,3,-1,-1,-10,2,9,3
CCOc1ccc(CCNS(=O)(=O)c2ccc3c(c2)NC(=O)CC(=O)N3)cc1OCC,5,-3,1,-4,-7,-8,2,8,12
O=C(COC(=O)c1ccc(O)cc1)Nc1cc(C(F)(F)F)ccc1Cl,24,2,2,-11,3,-4,0,17,6
CCN1C(Nc2ccccc2)=NC[C@@H]1CC(C)C,-6,-14,1,4,12,0,0,6,20
N#C/C(=C/c1cccs1)c1ccccn1,10,30,-1,6,-2,-1,9,23,12
CCOC(=O)N1CCN(C(=O)c2ccc(-n3c(=S)[nH]c4ccccc4c3=O)cc2)CC1,-22,-26,1,-15,-1,-14,-3,10,10
N=C1C(c2nc3ccccc3s2)=C(O)CN1Cc1ccco1,-12,-13,-15,-1,10,15,6,13,-126
COc1ccc(NC(=S)NNC(=O)c2ccccc2OC(F)F)cc1,-5,2,0,4,0,11,7,12,15
CCc1ccc(NC(=O)c2cc(S(=O)(=O)N3CCCC3)c[nH]2)cc1,11,-8,1,-8,3,-2,3,16,20
CCCN(CC(=O)Nc1ccccc1OC)C(=O)c1ccc(S(=O)(=O)Nc2ccccc2)cc1,19,-11,1,-5,-3,-1,-16,3,12
Brc1cc(Br)c(Oc2cc(Br)c(Br)cc2Br)cc1Br,-1,0,0,-19,-9,0,-26,-12,0
Cc1ccc(C(=O)COC(=O)CNC(=O)CNC(=O)c2ccc(C)cc2)cc1,-13,-7,2,4,-5,-7,0,-2,12

# Screening results (PubChem BioAssay)
